Assay outcomes from PubChem BioAssay.
USP28 inh: inhibitors of human USP28 deubiquitinase; purified USP28, Ub-rhodamine cleavage fluorescence, 30 min; inhibition, % at 25 µM; hit rate 3% among 47,000
USP30 block: inhibitors of human USP30 deubiquitinase | Q70CQ3 | purified USP30, Ub-rhodamine cleavage fluorescence | inhibition, % at 25 µM | hit rate 5.3% among 47,000
USP10 block: human USP10 deubiquitinase inhibition; inhibition, % at 20 µM; hit rate 1.1% among 47,000; Q14694; purified USP10, Ub-rhodamine fluorescence, 60 min
USP7 inh: inhibitors of human USP7 deubiquitinase | inhibition, % at 20 µM | hit rate 0.3% among 47,000 | purified USP7, Ub-rhodamine cleavage fluorescence | Q93009
USP8 inh: human USP8 deubiquitinase inhibition | purified USP8, Ub-rhodamine cleavage fluorescence, 30 min | hit rate 4.2% among 47,000 | inhibition, % at 20 µM
USP17 block: blocks human USP17 ubiquitin-rhodamine cleavage | AID 1645855 | inhibition, % at 50 µM | hit rate 6.5% among 47,000 | purified USP17, Ub-rhodamine cleavage fluorescence, 3 h | A8MUK1
Target sequence (A8MUK1 whole entry, looked up): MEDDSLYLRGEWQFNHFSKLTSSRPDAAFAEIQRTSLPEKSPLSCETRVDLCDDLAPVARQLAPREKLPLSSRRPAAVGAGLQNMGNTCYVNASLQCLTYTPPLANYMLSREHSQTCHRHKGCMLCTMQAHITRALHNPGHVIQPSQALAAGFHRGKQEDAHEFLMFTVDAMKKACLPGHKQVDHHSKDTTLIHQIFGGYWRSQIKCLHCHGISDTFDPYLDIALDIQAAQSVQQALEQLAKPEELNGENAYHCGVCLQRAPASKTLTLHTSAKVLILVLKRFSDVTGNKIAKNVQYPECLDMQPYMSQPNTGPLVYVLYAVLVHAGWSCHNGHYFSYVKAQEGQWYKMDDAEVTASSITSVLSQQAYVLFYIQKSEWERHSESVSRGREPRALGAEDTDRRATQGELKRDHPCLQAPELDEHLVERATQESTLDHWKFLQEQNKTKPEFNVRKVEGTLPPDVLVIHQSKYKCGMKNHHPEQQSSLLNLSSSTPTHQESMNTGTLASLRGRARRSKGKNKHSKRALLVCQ
UCHL1 block: inhibitors of human UCHL1 deubiquitinase. P09936. purified UCHL1, Ub-rhodamine cleavage fluorescence. inhibition, % at 20 µM. hit rate 0.2% among 47,000. AID 1645859
OTUD3 block: inhibitors of human OTUD3 deubiquitinase; purified OTUD3, Ub-rhodamine fluorescence, 2 h; inhibition, % at 25 µM; hit rate 0.7% among 47,000
Target sequence (Q5T2D3 whole entry, looked up): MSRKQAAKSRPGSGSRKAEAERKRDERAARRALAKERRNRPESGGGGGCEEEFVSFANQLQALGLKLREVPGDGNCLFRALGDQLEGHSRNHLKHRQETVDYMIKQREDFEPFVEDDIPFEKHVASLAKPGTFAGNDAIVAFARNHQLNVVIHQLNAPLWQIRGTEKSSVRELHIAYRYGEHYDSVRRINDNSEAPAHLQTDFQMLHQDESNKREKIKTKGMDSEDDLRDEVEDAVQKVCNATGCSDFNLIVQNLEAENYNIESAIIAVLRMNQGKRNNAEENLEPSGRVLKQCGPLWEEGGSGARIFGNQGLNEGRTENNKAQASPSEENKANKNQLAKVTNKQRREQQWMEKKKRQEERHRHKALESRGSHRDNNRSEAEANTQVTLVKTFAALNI
* = called active by the depositor. No stated cut-off is given here; in the data, active means inhibition above about 30%; inactive means the rest. Hits appear at their usual frequency (roughly 13% active in at least one column).

What do the screens show for `Cc1ccc(S(=O)(=O)N(C)Cc2cc3ccccc3[nH]c2=O)cc1`?
USP28 inh: -17; USP30 block: 0; USP10 block: 2; USP7 inh: -1; USP8 inh: 6; USP17 block: 6; UCHL1 block: -1; OTUD3 block: -2

How did CC(C)[C@@H]1C[C@@H]2C[C@H](N(CC(=O)O)C(=O)C3CCC3)C[C@@H]2CO1 do in these assays?
USP28 inh: 11; USP30 block: 1; USP10 block: -1; USP7 inh: 4; USP8 inh: 23; USP17 block: 1; UCHL1 block: 2; OTUD3 block: 9

How did Cc1cccc(Cn2c(SCC(=O)O)nc3c2c(=O)[nH]c(=O)n3C)c1 do in these assays?
USP28 inh: 4; USP30 block: 18; USP10 block: 0; USP7 inh: 3; USP8 inh: 0; USP17 block: -1; UCHL1 block: 2; OTUD3 block: 13

How did Cn1c(=O)c2c(nc(NCC(O)c3ccccc3)n2Cc2c(F)cccc2Cl)n(C)c1=O (stereo unspecified) do in these assays?
USP28 inh: 6; USP30 block: -2; USP10 block: 5; USP7 inh: 2; USP8 inh: 4; USP17 block: 2; UCHL1 block: 2; OTUD3 block: 6

What do the screens show for `CCc1nc(N2CCCC2=O)sc1C(=O)NC1CCCCC1`?
USP28 inh: 5; USP30 block: 6; USP10 block: -1; USP7 inh: -1; USP8 inh: 0; USP17 block: -7; UCHL1 block: -1; OTUD3 block: 0

Results for Cc1cccc(-c2c(NC(=O)c3ccco3)n(C)c3ccccc3c2=O)c1 ?
USP28 inh: -4; USP30 block: 11; USP10 block: 2; USP7 inh: 3; USP8 inh: 2; USP17 block: 6; UCHL1 block: 0; OTUD3 block: 4

What do the screens show for `O=S(=O)(c1cccc(F)c1)N1CCOCC1CCc1cnccn1` (stereo unspecified)?
USP28 inh: 9; USP30 block: 6; USP10 block: -1; USP7 inh: 2; USP8 inh: 12; USP17 block: 4; UCHL1 block: 0; OTUD3 block: 5

Results for O=C(Cn1nnc2ccccc21)Nc1nc2ccccc2s1 ?
USP10 block: -6; USP7 inh: -2; USP8 inh: -12; USP17 block: 14; UCHL1 block: -2; OTUD3 block: 8

How did COc1ccc(/C=C/C(=O)OC(C(=O)O)C(O)(Cc2ccc(O)cc2)C(=O)O)cc1O (stereo unspecified) do in these assays?
USP28 inh: -33; USP30 block: -60; USP10 block: -3; USP7 inh: -143; USP8 inh: -5; USP17 block: -15; UCHL1 block: 2; OTUD3 block: 6

What do the screens show for `CN(C)C1CCN(C(=O)c2cc(-c3ccn(-c4ccccc4)n3)n3ccccc23)CC1`?
USP28 inh: -258; USP30 block: inactive; USP10 block: -6; USP7 inh: -117; USP8 inh: -291; USP17 block: -141; UCHL1 block: -80; OTUD3 block: -168

Sorted by SMILES length (highest first): some entries from above.
What do the screens show for `O=S(=O)(c1cccc(F)c1)N1CCOCC1CCc1cnccn1` (stereo unspecified)?
USP28 inh: 9; USP30 block: 6; USP10 block: -1; USP7 inh: 2; USP8 inh: 12; USP17 block: 4; UCHL1 block: 0; OTUD3 block: 5

What do the screens show for `CCc1nc(N2CCCC2=O)sc1C(=O)NC1CCCCC1`?
USP28 inh: 5; USP30 block: 6; USP10 block: -1; USP7 inh: -1; USP8 inh: 0; USP17 block: -7; UCHL1 block: -1; OTUD3 block: 0

Results for O=C(Cn1nnc2ccccc21)Nc1nc2ccccc2s1 ?
USP10 block: -6; USP7 inh: -2; USP8 inh: -12; USP17 block: 14; UCHL1 block: -2; OTUD3 block: 8

The listing picks up, repeating the two entries before the break.
How did COc1ccc(/C=C/C(=O)OC(C(=O)O)C(O)(Cc2ccc(O)cc2)C(=O)O)cc1O (stereo unspecified) do in these assays?
USP28 inh: -33; USP30 block: -60; USP10 block: -3; USP7 inh: -143; USP8 inh: -5; USP17 block: -15; UCHL1 block: 2; OTUD3 block: 6

What do the screens show for `CN(C)C1CCN(C(=O)c2cc(-c3ccn(-c4ccccc4)n3)n3ccccc23)CC1`?
USP28 inh: -258; USP30 block: inactive; USP10 block: -6; USP7 inh: -117; USP8 inh: -291; USP17 block: -141; UCHL1 block: -80; OTUD3 block: -168

How did COc1cc(C2CC(=O)C3=C(C2)Nc2ccccc2N(C(=O)C2CC2)C3c2cc(OC)c(OC)c(OC)c2)cc(OC)c1OC (stereo unspecified) do in these assays?
USP28 inh: 7; USP30 block: 29; USP10 block: -2; USP7 inh: -2; USP8 inh: -16; USP17 block: 5; UCHL1 block: 6; OTUD3 block: 7

How did O=C(C1CC1c1ccccc1)N1CCN(c2ccccc2)CC1 (stereo unspecified) do in these assays?
USP28 inh: -26; USP30 block: -136; USP10 block: -3; USP7 inh: -14; USP8 inh: -11; USP17 block: -25; UCHL1 block: -5; OTUD3 block: -34

Results for COc1ccc(-c2cc3ncnc(N(C)Cc4ccco4)c3s2)cc1 ?
USP28 inh: -37; USP30 block: -155; USP10 block: -1; USP7 inh: -12; USP8 inh: -12; USP17 block: -14; UCHL1 block: -6; OTUD3 block: -28

Results for Cc1ccc(-c2noc(-c3c(O)c4ccccc4[nH]c3=O)n2)cc1 ?
USP28 inh: 0; USP30 block: 15; USP10 block: 0; USP7 inh: 0; USP8 inh: -1; USP17 block: 1; UCHL1 block: 1; OTUD3 block: 2

How did CN1CCc2cc(C(CNC(=O)C(C)(C)C)N3CCCCC3)ccc21 (stereo unspecified) do in these assays?
USP28 inh: 0; USP30 block: -6; USP10 block: 2; USP7 inh: -1; USP8 inh: -1; USP17 block: -3; UCHL1 block: -1; OTUD3 block: -2

What do the screens show for `COc1cc(NC(=O)c2ccco2)c(C(=O)OCC(=O)c2c[nH]c3ccccc23)cc1OC`?
USP28 inh: -22; USP30 block: -214; USP10 block: -1; USP7 inh: -14; USP8 inh: 44*; USP17 block: -19; UCHL1 block: -6; OTUD3 block: -57

Results for Cc1nn(C)cc1CN1CCc2nc(-c3ccccn3)[nH]c(=O)c2C1 ?
USP28 inh: -24; USP30 block: -49; USP10 block: -5; USP7 inh: -7; USP8 inh: -312; USP17 block: -68; UCHL1 block: -6; OTUD3 block: -1

What do the screens show for `CCc1ccc(NC(=O)CCNc2cc(C)nc3nc(-c4cccnc4)nn23)cc1`?
USP28 inh: -42; USP30 block: -47; USP10 block: -3; USP7 inh: -2; USP8 inh: -2; USP17 block: 34*; UCHL1 block: -5; OTUD3 block: -14

Results for COc1cccc(S(=O)(=O)N2CCCn3c(nc4ccccc43)C2)c1 ?
USP28 inh: 3; USP30 block: 20; USP10 block: -1; USP7 inh: 0; USP8 inh: 9; USP17 block: 8; UCHL1 block: 1; OTUD3 block: 12

How did Cc1cccc(NC(=O)C(C)n2cnc3nc(N4CCCCC4)ncc3c2=O)c1 (stereo unspecified) do in these assays?
USP28 inh: -102; USP30 block: -193; USP10 block: -7; USP7 inh: -2; USP8 inh: -179; USP17 block: -9; UCHL1 block: -5; OTUD3 block: -49

Results for CCOC(=O)Nc1cc(C)nn1-c1ncnc2c1cnn2-c1ccc(F)cc1 ?
USP28 inh: 16; USP30 block: 23; USP10 block: 0; USP7 inh: 0; USP8 inh: 5; USP17 block: 15; UCHL1 block: 1; OTUD3 block: 9

How did Cc1cc(Sc2ccccc2NC(=O)c2ccc3c(c2)OCO3)n2ncnc2n1 do in these assays?
USP28 inh: 8; USP30 block: 12; USP10 block: 1; USP7 inh: 13; USP8 inh: -122; USP17 block: -18; UCHL1 block: 1; OTUD3 block: 25

What do the screens show for `COc1cc(-c2nc(CC(=O)NCCc3c[nH]c4ccccc34)cs2)cc(OC)c1OC`?
USP28 inh: 18; USP30 block: 9; USP10 block: -3; USP7 inh: 11; USP8 inh: 11; USP17 block: 8; UCHL1 block: 9; OTUD3 block: -1

Results for O=C1c2ccccc2C2c3[nH]c4ccccc4c3C(c3ccc(Cl)cc3)CN12 (stereo unspecified) ?
USP28 inh: -16; USP30 block: -38; USP10 block: 6; USP7 inh: -7; USP8 inh: -1; USP17 block: -11; UCHL1 block: 4; OTUD3 block: -9

How did Cc1cccc(NC(=O)c2cc3c(cc2Cl)N2CCCCCC2=NS3(=O)=O)c1C do in these assays?
USP28 inh: -9; USP30 block: -3; USP10 block: 0; USP7 inh: 0; USP8 inh: -1; USP17 block: -4; UCHL1 block: -2; OTUD3 block: -4

What do the screens show for `O=S(Cc1cc(N2CCCC2)nc(-c2ccccn2)n1)c1ccc(Cl)cc1` (stereo unspecified)?
USP28 inh: 23; USP30 block: -3; USP10 block: 0; USP7 inh: -6; USP8 inh: -115; USP17 block: -29; UCHL1 block: -2; OTUD3 block: -4

Results for COc1ccc2c(c1)CCc1cc(C(=O)OCC(=O)c3ccccc3)sc1-2 ?
USP28 inh: -34; USP30 block: -70; USP10 block: -5; USP7 inh: -1; USP8 inh: -53; USP17 block: -15; UCHL1 block: -2; OTUD3 block: -17

What do the screens show for `Cc1ccc(S(=O)(=O)N2CCOCC2)cc1NC(=O)COC(=O)CCCc1c[nH]c2ccccc12`?
USP28 inh: 3; USP30 block: 12; USP10 block: 5; USP7 inh: 7; USP8 inh: -2; USP17 block: 9; UCHL1 block: 4; OTUD3 block: -1

How did O=C(C1CCN(c2nc3ccccc3[nH]2)CC1)N1CCC(N2CCCCC2)CC1 do in these assays?
USP28 inh: -9; USP30 block: 0; USP10 block: -2; USP7 inh: 0; USP8 inh: -2; USP17 block: -3; UCHL1 block: -2; OTUD3 block: 0

What do the screens show for `O=C1NCc2ccccc2CC12CCN(Cc1cnc3ccccc3c1)C2` (stereo unspecified)?
USP28 inh: -10; USP30 block: -4; USP10 block: 1; USP7 inh: -5; USP8 inh: -17; USP17 block: -10; UCHL1 block: -2; OTUD3 block: -5

Results for NS(=O)(=O)c1ccc(N2CCCC2c2ccc3c(c2)OCCCO3)nc1 (stereo unspecified) ?
USP28 inh: 0; USP30 block: -2; USP10 block: -3; USP7 inh: 2; USP8 inh: 5; USP17 block: 0; UCHL1 block: 1; OTUD3 block: 0

Results for O=C(C1CCN(S(=O)(=O)c2ccc3c(c2)CCCC3)CC1)N1CCOCC1 ?
USP28 inh: -13; USP30 block: 0; USP10 block: 0; USP7 inh: -3; USP8 inh: -9; UCHL1 block: -1; OTUD3 block: -12

Results for CC(C)NC(=O)c1csc(-c2ccc(N3CCCC3)nc2)n1 ?
USP28 inh: -10; USP30 block: -16; USP10 block: 0; USP7 inh: -11; USP8 inh: -14; USP17 block: -4; UCHL1 block: 1; OTUD3 block: -10

What do the screens show for `CC1=CC[C@@H]2C(C)(C)[C@H](O)CC[C@@]2(C)[C@@H]1COC(C(=O)O)C(CC(=O)O)C(=O)O` (stereo partly specified)?
USP28 inh: -10; USP30 block: -11; USP10 block: -4; USP7 inh: -1; USP8 inh: 3; USP17 block: -26; UCHL1 block: -2; OTUD3 block: -12

Results for Cc1ccc(-n2nnc(-c3noc(-c4ccncc4)n3)c2C)cc1 ?
USP28 inh: 4; USP30 block: 10; USP10 block: 0; USP7 inh: -1; USP8 inh: 8; USP17 block: 21; UCHL1 block: -1; OTUD3 block: 6

Results for Cc1ccc(C(=O)N2CCN(c3nnc4ccccn34)CC2)cc1C ?
USP28 inh: -16; USP30 block: -10; USP10 block: -4; USP7 inh: -2; USP8 inh: -2; USP17 block: -10; UCHL1 block: -2; OTUD3 block: 0

What do the screens show for `Cc1cc(C)n2nc(CN(Cc3ccccc3)C(=O)C(C)C)nc2n1`?
USP10 block: 0; USP7 inh: -2; USP8 inh: -2; USP17 block: -15; UCHL1 block: 0; OTUD3 block: -5

What do the screens show for `CCc1nc(-c2ccc(C(=O)Nc3cccnc3)cc2)no1`?
USP28 inh: 49*; USP30 block: -7; USP10 block: -2; USP7 inh: -1; USP8 inh: -6; USP17 block: -4; UCHL1 block: -1; OTUD3 block: 13
